KCNQ2 block: KCNQ2 potassium channel inhibitors, primary screen, cell-based, CHO-K1, FluxOR thallium flux, B-score (AID 2156); 1.1% of 310,000 active; 20 min; active compounds read low; B-score at 10 µM;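 active = fluorescence ratio B-score at most minus 3 library SDs, with starting brightness B-score within 2 library SDs, cut at about -5.5 in these data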
Kir21 block: blocks the mouse Kir2.1 inward-rectifier potassium channel. P35561. HEK293-Kir2.1, FluxOR thallium flux fluorescence; active compounds read low. B-score at 10 µM. 0.85% of 310,000 active;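 active = fluorescence ratio B-score at or below minus 3 SD of library scores, with starting-brightness B-score within 2 SD, cut at about -4.2 in these data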;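 also: channel flux triggered by added potassium and thallium sulfate stimulus; B-score of peak minus minimum fluorescence over baseline after thallium stimulus; more negative B-score means stronger Kir2.1 block with less thallium influx; some compounds called inactive have numbers as strong as hits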
Target sequence (P35561 whole entry, looked up): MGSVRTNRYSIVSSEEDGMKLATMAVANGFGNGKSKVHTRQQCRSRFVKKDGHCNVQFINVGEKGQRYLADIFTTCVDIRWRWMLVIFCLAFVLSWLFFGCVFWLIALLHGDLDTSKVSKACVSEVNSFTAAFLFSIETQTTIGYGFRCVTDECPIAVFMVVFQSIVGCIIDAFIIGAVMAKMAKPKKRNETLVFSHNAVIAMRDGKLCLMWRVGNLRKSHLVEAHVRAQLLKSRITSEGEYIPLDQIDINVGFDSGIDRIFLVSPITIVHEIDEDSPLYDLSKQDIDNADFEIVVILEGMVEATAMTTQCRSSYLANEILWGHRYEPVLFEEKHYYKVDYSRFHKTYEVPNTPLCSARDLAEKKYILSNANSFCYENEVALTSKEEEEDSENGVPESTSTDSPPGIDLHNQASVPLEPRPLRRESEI
* marks the source's active call; other numbers are inactive results; i = inactive.

Values run as follows: KCNQ2 block	Kir21 block
COc1ccc(C(=O)OC2CCCCC2CN(C)C)cc1 (stereo not drawn)
→ i	1.05
COc1ccc(Nc2nc(-c3cccs3)cs2)c(OC)c1
→ i	-2.81
Fc1cccc(Cc2noc(CN3CCC(c4ccncc4)CC3)n2)c1
→ i	0.47
CC1CN(S(=O)(=O)c2cccc(C(F)(F)F)c2)CN1C(=O)N1CCOCC1 (stereo not drawn)
→ i	0.86
CN(c1ccccc1)S(=O)(=O)c1ccc(NC(=O)c2nc(S(C)(=O)=O)ncc2Cl)cc1
→ i	-4.49*
COc1ccc(NC(=O)c2cc(-c3ccc(OC)c(OC)c3)on2)cc1OC
→ i	-2.51
CC1=Nc2ccccc2/C1=C/c1sc(=O)n(CC(=O)N2CCCC2)c1O
→ i	0.62
O=C(c1ccccc1)N(c1ccccc1)C1C=CS(=O)(=O)C1 (stereo not drawn)
→ i	0
COc1ccc(-c2nnc(NC(=O)c3ccc(S(=O)(=O)N(C)CC4CCCO4)cc3)o2)c(OC)c1 (stereo not drawn)
→ i	0.53
CCNC(=O)COC(=O)c1sccc1C
→ i	0.09
Nn1c(=O)c2ccccc2n2c(SCc3ccccc3)nnc12
→ i	-1.16
O=C(N/N=C/c1cccnc1)c1ccccc1OCc1ccc(Br)cc1
→ i	-1.88
COc1cc(N=Cc2c(O)[nH]c3ccccc23)cc(OC)c1OC
→ i	-0.71
CCCCC1CCC(/C(N)=N/O)CC1 (stereo not drawn)
→ i	-1.73
COC(=O)c1c(C)n(-c2ccccc2)c2ccc(O)cc12
→ i	0.76
O=C(NCC(=O)N(c1ccccc1)C(C(=O)NC1CCCCC1)c1cccnc1)c1ccco1 (stereo not drawn)
→ i	-0.75
CCN1CCN(CCC(=O)Nc2cc(OC)ccc2OC)CC1
→ i	-0.02
O=[N+]([O-])c1cc(C(F)(F)F)cc([N+](=O)[O-])c1NCc1cccnc1
→ i	-0.06
CN1[C@@H]2CC[C@H]1CC(OC(=O)C(CO)c1ccccc1)C2 (stereo partly drawn)
→ i	-0.89
NS(=O)(=O)c1ccc(NC(=O)c2cccc(Cl)c2)cc1
→ i	0.19
Cc1nc2ccccc2c(=O)n1/N=C/c1ccco1
→ i	-0.05
CCn1cc(CN2CCc3c([nH]c4ccccc34)C2c2cccc(OC)c2OC)c(C)n1 (stereo not drawn)
→ i	-1.16
Cc1cccc(-n2c(SCC(N)=O)nnc2-c2ccccn2)c1C
→ i	-0.1
COc1cccc(N(Cc2nnc3n2CCCCC3)C(=O)Nc2ccccc2F)c1
→ i	-1.67
CNC(=O)c1cc2cccc(OC)c2oc1=O
→ i	-2.47
CC(=O)CCCCn1cnc2c1c(=O)n(C)c(=O)n2C
→ i	0.29
Cc1cc(N2C(=O)C3C4C=CC(C4)C3C2=O)no1 (stereo not drawn)
→ i	0.21
CC1(C)C(=O)OC(c2cccn2-c2cccc([N+](=O)[O-])c2)C2(CCCCC2)C1=O (stereo not drawn)
→ i	-2.34
Cc1ccc(C(=O)NC(=S)NNS(=O)(=O)c2ccccc2)cc1
→ i	1.49
CC(CC(=O)Nc1ccc(S(=O)(=O)Nc2ncccn2)cc1)c1ccccc1 (stereo not drawn)
→ i	-0.01
CCC(C)(C(=O)NC1CCCC1)N(CC1CCCO1)C(=O)CNC(=O)c1ccccc1 (stereo not drawn)
→ i	-1.18
COc1ccc(C(=O)Nc2nccs2)cc1
→ i	-0.24
COc1cccc(CN2CCC(Oc3ccc(C(=O)N4CCCCC4)cc3)CC2)c1
→ i	-0.93
NC(=O)CSc1nc2cc(Cl)ccc2c(=O)n1C1CCCCC1
→ i	-0.29
COc1cc(NC(=O)c2ccc3c(c2)OCO3)ccc1NC(=O)c1ccco1
→ i	-1.84
Cc1n[nH]c(=S)n1Cc1ccccc1
→ i	1.91
CCN1CCN(c2oc(COc3ccc(Cl)cc3)nc2C#N)CC1
→ i	0.36
CC(C(=O)OCC(=O)c1ccccc1)N1C(=O)c2ccccc2C1=O (stereo not drawn)
→ i	-1.08
Cc1ccc(S(=O)(=O)N/N=C/c2ccccc2O)cc1[N+](=O)[O-]
→ i	-2.32
CC(C)C(=O)Nc1ccc(-c2csc(-c3ccccc3)n2)cc1
→ i	-0.79

Grouped by structure, the entries above with an NH in an aromatic ring
Values run as follows: KCNQ2 block	Kir21 block
COc1cc(N=Cc2c(O)[nH]c3ccccc23)cc(OC)c1OC
→ i	-0.71
CCn1cc(CN2CCc3c([nH]c4ccccc34)C2c2cccc(OC)c2OC)c(C)n1 (stereo not drawn)
→ i	-1.16
Cc1n[nH]c(=S)n1Cc1ccccc1
→ i	1.91

Remaining list, next part
Values run as follows: KCNQ2 block	Kir21 block
Cc1cc(=O)[nH]c(SCC(=O)OCc2ccccc2)c1C#N
→ i	-0.45
COc1ccc(/C=N/NC(=O)Cn2nc(C)c([N+](=O)[O-])c2C)cc1
→ i	-1.82
CC(C)(C)OC(=O)NNc1c2ccccc2nc2ccccc12
→ i	0.12
Cc1nc2c3ccccc3nc(SCC(=O)c3ccc(Cl)cc3)n2n1
→ i	0.17
CC(C)C(NC(=O)/C=C/c1cccc([N+](=O)[O-])c1)C(C)C
→ i	1.04
Cc1ccccc1NC(=S)NC(NC(=O)c1ccco1)C(Cl)(Cl)Cl (stereo not drawn)
→ i	-0.31
O=C(CC1C(=O)NCCN1Cc1c(F)cccc1Cl)NCc1ccccc1 (stereo not drawn)
→ i	0
Cc1cc(N2CCCCC2)nc(SCC(=O)c2ccccc2)n1
→ i	-0.47
CC(C)CCC(CCNCc1ccccn1)c1ccc(Cl)cc1 (stereo not drawn)
→ i	-6.7*
COc1cccc(-n2c(SCc3c(C)noc3C)nnc2-c2cccc(S(=O)(=O)N(C)C)c2)c1
→ i	0.96
COC(=O)c1ccc(N2CCN(CC(=O)c3ccc(C)cc3)CC2)c([N+](=O)[O-])c1
→ i	0.95
O=C(CCOc1ccccc1)Nc1ccnn1C1CCN(CCc2ccccc2)CC1
→ i	-0.99
CCCC(=O)C1CCN(Cc2ccccc2)CC1
→ i	-3.46
CCOc1ccc(N2CC(NC(=O)c3cccc4ccccc34)CC2=O)cc1 (stereo not drawn)
→ i	0.07
O=C(CC(CC(=O)c1ccccc1)c1ccccc1)c1ccccc1
→ i	0.83
Oc1cccc(/C=N/c2c(-c3ccco3)nc3ccccn23)c1
→ i	0.74
CCOc1ccc(N2C(=O)/C(=C/c3cccs3)N(C)C2=S)cc1
→ i	0.7
COc1ccccc1CNC(=O)C1CCN(C(=O)N(C)C)CC1
→ i	1
C/C(=N\NC(=O)c1cc(C)[nH]n1)c1ccc(-c2ccccc2)cc1
→ i	-1.37
Cc1onc(-c2c(F)cccc2Cl)c1C(=O)Nc1nccs1
→ i	-1.11
O=C(COc1ccccc1)N(Cc1ccco1)c1ccc(O)cc1
→ i	-0.45
CCOC(CNc1ncnc2c1cnn2C)OCC
→ i	0.4
CCOC(=O)c1cnn(-c2ncnc3sc(CC)cc23)c1N
→ i	0.05
O=C(Cn1cc([N+](=O)[O-])cn1)NCc1ccco1
→ i	0.12
COc1cccc(O)c1CN1CCCC(C(=O)c2cccc(C(F)(F)F)c2)C1 (stereo not drawn)
→ i	-1.2
CCn1c(SCC(=O)Nc2ccc(NC(C)=O)cc2)nc2c1c(=O)n(C)c(=O)n2C
→ i	-0.89
Clc1cc(Cl)cc(CSc2nnc(-c3sccc3-n3cccc3)o2)c1
→ -5.89*	2.04
C/C=C/C(=O)N1CC2(CC(c3cccc(NC(=O)CCCCC)c3)=NO2)C[C@H]1C(N)=O (stereo partly drawn)
→ i	-0.15
O=C(CCc1ccccc1)NNC(=O)COc1ccc(Br)cc1
→ i	0.84
O=C(Nc1cccc(S(=O)(=O)C(F)F)c1)c1ccc(S(=O)(=O)N2CCOCC2)cc1
→ i	0.62
COCCSc1ccccc1C(=O)Nc1cccnc1
→ i	2.38
O=C(COC(=O)C1CCC1)Nc1ccc(OC(F)F)cc1
→ i	2.63
CC(=O)c1c(O)cc(C)n(-c2ccc(F)cc2)c1=O
→ i	0.1
COc1ccc(-c2c(C)nn(-c3ccccc3)c2N)cc1OC
→ i	1.83
Cc1occc1C(=O)NNS(=O)(=O)c1ccc(Cl)cc1
→ i	-0.17
COc1cc(/C=N/NS(=O)(=O)c2ccc3ccccc3c2)ccc1OCc1ccc(C(=O)O)cc1
→ i	0.16
O=[N+]([O-])c1cccc(-c2nc(-c3ccccc3)no2)c1
→ i	-0.08
N#Cc1ccc(Cl)cc1NC(=O)CNCc1cccs1
→ i	-0.58
CC(=O)Nc1ccc(NC(=O)C(C)OC(=O)c2cc(S(=O)(=O)N3CCOCC3)ccc2Cl)cc1 (stereo not drawn)
→ i	-1.06
COCCCNC(=O)c1ccc2c(c1)nc(C)n2-c1cccc(C)c1
→ i	0.1
CCN(CC)S(=O)(=O)c1cccc(NC(=O)CSc2nnc(N)s2)c1
→ i	0.12
CC1(C)CC(=O)C=C(NCCN2CCNCC2)C1
→ i	-0.43
COc1ccc(NC(=O)c2cc([N+](=O)[O-])ccc2O)cc1
→ i	2.26
Cc1ccc(OCC(=O)NNC(=O)c2ccccc2OCc2c(C)noc2C)cc1
→ i	0.02
CCc1nnc(NC(=O)CSCc2cc(=O)n3ccsc3n2)s1
→ i	0.31
CCCCn1nnc(NC(=O)c2ccc(-c3cccc(Cl)c3)o2)n1
→ i	-0.71
CCC(CC)C(=O)c1c[nH]c(C(=O)NCc2ccncc2)c1
→ i	-1.22
COc1ccc(S(=O)(=O)N2CCCOC2CNC(=O)C(=O)NCCc2ccco2)cc1 (stereo not drawn)
→ i	-0.24
COc1ccc(-c2nnc(SCC(=O)N3CCCc4ccccc43)o2)cc1OC
→ i	2.63
CC(C)(C)C1CCc2c(sc3ncn(N)c(=N)c23)C1 (stereo not drawn)
→ i	-3.01

(list continues)
Values run as follows: KCNQ2 block	Kir21 block
COc1cccc(OC)c1C(=O)NC(=S)Nc1ccc(N2CCOCC2)c(Cl)c1
→ i	0.03
C=CCNC(=O)c1ccc2c(c1)N(CC)C(=O)c1ccccc1S2
→ i	-0.06
COc1cc(Cn2c(N)c(C#N)c3nc4ccccc4nc32)cc(OC)c1
→ i	0.46
CN(Cc1ccco1)C(=O)CCc1nc2sc3c(c2c(=O)[nH]1)CCCC3
→ i	-1.29
C/C(=C\c1ccc(Cl)cc1)C(=O)c1c(C)cc(C)[nH]c1=O
→ i	-0.32
CNC(=O)c1c(C)nc(SCC(=O)NCc2ccc(OC)cc2)c(C#N)c1-c1ccco1
→ i	-1.03
Cc1sc(NC(=O)CN2CCOCC2)c(C#N)c1C
→ i	0.3
CCOC(=O)N/N=C\c1ccc(-c2cccc(C(F)(F)F)c2)o1
→ i	-0.23
Clc1ccccc1-c1nc(-c2ccccc2)n[nH]1
→ i	0.67
COCCn1nnnc1C(c1ccccc1)N1CCN(C(=O)c2ccco2)CC1 (stereo not drawn)
→ i	1.4
CCCN1CCN(CCCNC(=O)c2cc3c(=O)n(C)c4ccccc4c3n2C)CC1
→ i	-1.25
COc1ccccc1N1CCN(C2CCN(C(=O)c3cccs3)CC2)CC1
→ i	-0.04
CCOc1cc(CNC(C)(C)C)ccc1OCC(=O)Nc1cccc(C(F)(F)F)c1
→ i	-1.69
O=C(c1ccccc1F)N1CCCC(c2ccccc2)C1 (stereo not drawn)
→ i	0.26
CC(C(=O)NCCc1ccc(S(N)(=O)=O)cc1)N1C(=O)CC(C)(C)Sc2ccccc21 (stereo not drawn)
→ i	-1.23
Cc1ccc(CSc2nnc([C@@H]3CCCN3C(=O)OC(C)(C)C)o2)cc1
→ i	-7.13*
CCOC(=O)Cc1nnc(NC(=O)CSc2nnc3c4ccccc4n(C(C)C)c3n2)s1
→ i	-0.26
Cc1ccc(NC(=O)C2CC(O)CN2C(=O)Oc2ccccc2)c(C)c1 (stereo not drawn)
→ i	-0.06
Cc1cc(=O)[nH]c(N/N=C/c2ccco2)n1
→ i	3.06
Cc1cc(C)c2nc(SCC(=O)Nc3cc(C)on3)c(C)cc2c1
→ i	0.41

The list goes on; it opens with the five that closed the last part.
Values run as follows: KCNQ2 block	Kir21 block
Cc1ccc(CSc2nnc([C@@H]3CCCN3C(=O)OC(C)(C)C)o2)cc1
→ i	-7.13*
CCOC(=O)Cc1nnc(NC(=O)CSc2nnc3c4ccccc4n(C(C)C)c3n2)s1
→ i	-0.26
Cc1ccc(NC(=O)C2CC(O)CN2C(=O)Oc2ccccc2)c(C)c1 (stereo not drawn)
→ i	-0.06
Cc1cc(=O)[nH]c(N/N=C/c2ccco2)n1
→ i	3.06
Cc1cc(C)c2nc(SCC(=O)Nc3cc(C)on3)c(C)cc2c1
→ i	0.41
CC(=O)n1cc([C@H]2C=C(C(=O)Nc3ccccc3)O[C@@H](OCc3ccc(CO)cc3)C2)c2ccccc21
→ i	-2.87
O=C(NC1CCCCCC1)c1cccnc1Sc1ccccc1
→ i	-1.76
CS(=O)(=O)N1Cc2ccccc2CC1C(=O)O (stereo not drawn)
→ i	0.1
Cc1ccccc1C(OCC(O)CN1CCN(CCO)CC1)c1ccccc1 (stereo not drawn)
→ i	-0.03
Nc1nc(C(F)(F)F)c(Br)c(=O)n1N
→ i	-0.67
Cc1cccc(C)c1NC(=S)N(CCN(C)C)C(C)c1ccccn1 (stereo not drawn)
→ i	-0.38
COc1cc(/C=N/NC(=O)CNC(=O)c2ccco2)ccc1O
→ i	0
CC(O)CNCCCOc1ccc(Cl)cc1C(C)(C)C (stereo not drawn)
→ i	-6.19*
CNC(=O)NCCN1CCCC1=O
→ i	-0.81
COc1ccc2oc3cc(C)[n+]([O-])c(-c4ccc(C)cc4)c3c2c1
→ i	-1.18
Cc1ccc(-c2cc(C(=O)N3CCOCC3)c3ccccc3n2)cc1
→ i	0.29
CCc1nc2sc3c(O)cc(=O)[nH]c3c2cc1C
→ i	-0.99
